RNase H inhibition: RNase H inhibition, HIV 1 Gag Pol polyprotein, FRET biochemical assay, screening (AID 372) | HIV-1 RT RNase H, FRET RNA/DNA substrate fluorescence; higher % means a stronger effect | one-dose inhibition, % at 10 µM; IC50 in µM for titrated hits | 0.77% of 100,000 active; in the data active = inhibition above about 50%
* hit, by the source's call. A portion of the library (hit frequency here may not be typical).

Preview (four entries):
SMILES	RNase H inhibition
O=c1nc(/C=C/c2ccc(F)cc2F)cc(C(F)(F)F)[nH]1	9%
Cc1cc(OCC(O)CN2CCN(CCO)CC2)cc(C)c1Cl (stereo not given)	1%
CC(C)CC1CCCCC1OC(=O)CN1CCCCC1 (stereo not given)	9%
CN(C)c1ccc(/C=N/NC(=O)CNC(=O)c2ccco2)cc1	2%

Main list, from the first entry:
SMILES	RNase H inhibition
O=c1nc(/C=C/c2ccc(F)cc2F)cc(C(F)(F)F)[nH]1	9%
Cc1cc(OCC(O)CN2CCN(CCO)CC2)cc(C)c1Cl (stereo not given)	1%
CC(C)CC1CCCCC1OC(=O)CN1CCCCC1 (stereo not given)	9%
CN(C)c1ccc(/C=N/NC(=O)CNC(=O)c2ccco2)cc1	2%
Cc1ccccc1C(=O)NNC(=O)C(=O)NCc1ccccc1	1%
Cc1ccc(N2C(=O)CC(Nc3ccc(N4CCOCC4)cc3)C2=O)cc1 (stereo not given)	8%
CC(C)(C)c1ccc(O)c(N=Cc2cc(I)cc(I)c2O)c1	12%
CC1CCN(CCC(=O)N/N=C/c2c[nH]c3ccccc23)CC1	13%
Cc1c(NC(=O)c2cccc(Cl)c2)cccc1-c1nc2ncccc2o1	5%
CC(C)Oc1ncnc2sc3c(c12)CCCC3	17%
CC(C)(C)OC(=O)NNC(=O)c1ccc(Cl)cc1	13%
O=C(Nc1cccc([N+](=O)[O-])c1)c1ccc(C(=O)Nc2cccc([N+](=O)[O-])c2)cc1	5%
COc1ccc(Br)cc1/C=C/C(=O)Nc1nc2ccccc2s1	36%
CCOc1cc(C2C(C(=O)OCCOC)=C(C)NC3=C2C(=O)CC(C)(C)C3)ccc1OC(C)=O (stereo not given)	5%
CCC(=O)N1c2ccccc2NC2=C(C(=O)CC(c3ccco3)C2)C1c1ccc(N(CC)CC)cc1 (stereo not given)	21%
O=[N+]([O-])c1ccc(N2CCN(CC3CC=CCC3)CC2)cc1 (stereo not given)	0%
CCOC1C(OCC)N(S(=O)(=O)c2ccccc2)CCN1S(=O)(=O)c1ccccc1 (stereo not given)	14%
Cc1ccc(-c2nc3cc(Cl)ccc3o2)cc1NC(=O)Cc1ccccc1	55%*
Cc1ccc(C(=O)Cn2cncn2)cc1	1%
CCOc1ccc(N(CC(=O)NCCCN(C)C)S(C)(=O)=O)cc1	0%

Overlap with the part before: 5 compounds, then new ones.
SMILES	RNase H inhibition
O=[N+]([O-])c1ccc(N2CCN(CC3CC=CCC3)CC2)cc1 (stereo not given)	0%
CCOC1C(OCC)N(S(=O)(=O)c2ccccc2)CCN1S(=O)(=O)c1ccccc1 (stereo not given)	14%
Cc1ccc(-c2nc3cc(Cl)ccc3o2)cc1NC(=O)Cc1ccccc1	55%*
Cc1ccc(C(=O)Cn2cncn2)cc1	1%
CCOc1ccc(N(CC(=O)NCCCN(C)C)S(C)(=O)=O)cc1	0%
Cc1cccc(N2C(=O)NC(=O)/C(=C\c3cccc(O)c3)C2=O)c1	4%
Cc1ccc(C2(c3ccc(C)cc3)CC2C(=O)Nc2cccnc2)cc1 (stereo not given)	10%
O=C(c1cccc(Br)c1)N1CCOCC1	9%
COc1ccc(C(=O)CSc2nc(C)cc(=O)[nH]2)cc1[N+](=O)[O-]	0%
CC(C)(C)c1ccc(S(=O)(=O)Nc2ccc(C(F)(F)F)cc2)cc1	15%
CC1=C(C(=O)OCc2ccccc2)C(c2ccc(C)cc2)C2=C(CCCC2=O)N1 (stereo not given)	11%
CCOC(=O)c1ccc(NC(=O)c2cccc(C(=O)Nc3ccc(C(=O)OCC)cc3)c2)cc1	17%
O=S(=O)(Oc1ccc(OCc2ccccc2)cc1)c1ccc(Cl)c(Cl)c1	37%
O=C(Nc1sc2c(c1C(=O)N1CCCCC1)CCCC2)c1ccccc1F	16%
CCN1C(=O)/C(=C\c2cccc(C(F)(F)F)c2)SC1=S	37%
C/C=C/c1ccc(OCCOCCOc2cc(C)cc(C)c2)c(OC)c1	18%
O=C(N/N=C\C=C\c1ccc([N+](=O)[O-])cc1)c1ccc(Br)cc1	8%
Cc1ccc(N=C2NC(=O)/C(=C/c3ccc(-c4cc([N+](=O)[O-])ccc4Cl)o3)S2)cc1Cl	25%
CCOC(=O)c1ccccc1NC(=O)CSCc1ccc(Cl)cc1	11%
CC(NC(=O)CCC(=O)NC(C)C1COc2ccccc2O1)C1COc2ccccc2O1 (stereo not given)	25%
COc1ccc2nc(NC(=O)c3ccc(S(=O)(=O)N(C)C)cc3)sc2c1	16%
CCN(CC)CCCCOc1ccccc1Cl	0%
O=C(Nc1nc2ccc(Cl)cc2s1)C(c1ccccc1)c1ccccc1	33%
O=C(NC(Cc1c[nH]c2ccccc12)C(=O)O)c1ccco1 (stereo not given)	2%
Cc1cc(=O)n2[nH]c(-c3cccc(Cl)c3)cc2n1	8%
CCOc1cccc(NC(=O)/C(C#N)=C\c2cc(C)n(-c3cccc([N+](=O)[O-])c3)c2C)c1	4%
CN1CCN(C(=O)c2cc3nc(-c4ccc([N+](=O)[O-])cc4)cc(C(F)(F)F)n3n2)CC1	9%
CCOc1ccc(N(CC(=O)N2CCOCC2)S(=O)(=O)c2ccc(Cl)cc2)cc1	5%
COC(=O)/C(=C/c1ccccc1)C(C)=O	0%
COc1ccc(C(=O)NC(=S)Nc2ccc(NC(=O)c3cccc(Cl)c3)cc2)cc1[N+](=O)[O-]	26%
C=CC1OCC2(CO)C(C)C=C(C)C1C2C (stereo not given)	0%
COc1cccc(NC(=O)c2ccccc2CCc2ccccc2)c1	10%
NS(=O)(=O)c1cccc(NC(=O)c2ccc([N+](=O)[O-])cc2)c1	2%
C=CCOC(=O)C1=C(C)NC(=O)NC1c1ccc(Cl)c(Cl)c1 (stereo not given)	9%
COc1ccc(C(=O)Nc2nnc(Cc3ccccc3)s2)cc1OC	10%
CN(C)c1cccc(C(=O)Nc2ccc(Cl)cc2Cl)c1	4%
O=C(Nc1ccccc1Br)c1cccc2ccccc12	19%
O=C(N/N=C/c1cccs1)C(=O)Nc1cccc(Cl)c1	8%
Cc1ccccc1Cn1cc(/C=C2\SC(=S)N(Cc3ccccc3)C2=O)c2ccccc21	16%
CCN(CC)CCOC(=O)c1ccc(NC(=O)c2c(O)c3ccccc3[nH]c2=O)cc1	0%
CCOC(=O)C(=O)Nc1ccc(N(C)C)cc1	8%
CCOc1ccc(C(=O)Nc2ccc(NC(=O)c3ccccc3)cc2)cc1[N+](=O)[O-]	56%*
CC(C)c1ccc(CNC(=O)CSc2nc3ccccc3[nH]2)cc1	5%
Fc1ccccc1NCn1cnc2ccccc21	7%
Cc1ccc(Sc2ccc3noc4c3c2C(=O)c2ccccc2-4)cc1	0%

Exported field by field: entries from further up
> C=CCOC(=O)C1=C(C)NC(=O)NC1c1ccc(Cl)c(Cl)c1 (stereo not given)
  RNase H inhibition = 9%

> COc1ccc(C(=O)Nc2nnc(Cc3ccccc3)s2)cc1OC
  RNase H inhibition = 10%

(more compounds)
SMILES	RNase H inhibition
COC(=O)CN(c1ccccc1C)S(=O)(=O)c1ccc(C)cc1	8%
COc1ccc(OCC(=O)Nc2ccc3c(c2)OCO3)cc1	9%
COc1cccc(NC(=O)c2cc([N+](=O)[O-])ccc2Cl)c1	3%
CC(C)CCn1c(Cc2ccccc2)nc2ccccc21	4%
Cc1ccc(-c2nc3cc(NC(=O)c4cc5ccccc5o4)ccc3o2)cc1	20%
CCOc1ccccc1C(=O)Nc1cccc(C(C)=O)c1	5%
Cc1ccc(NC(=S)NC(=O)Cc2ccccc2)cc1Cl	17%
Cc1ccccc1C1C(C#N)=C(N)Oc2cc(N)ccc21 (stereo not given)	13%
Cc1ccc([N+](=O)[O-])cc1NC(=O)CC1SC(N)=NC1=O (stereo not given)	16%
COCCCNC(=O)CCc1ccccc1	27%
O=C(/C=C/c1cccc(C(F)(F)F)c1)Nc1cccc(Cl)c1	15%
Cc1ccc2nc(/C(C#N)=C\c3ccc(Br)cc3)[nH]c2c1	7%
CC(=O)Nc1ccc(NC(=S)NC(=O)c2ccco2)cc1	41%
COCC(COCCCN=C1NS(=O)(=O)c2cc([N+](=O)[O-])ccc21)OC (stereo not given)	6%
O=[N+]([O-])c1ccc(S(=O)(=O)Nc2c(Br)cc([N+](=O)[O-])cc2Br)cc1	23%
Cc1ccccc1OCC(=O)Nc1ccc(O)c(-c2nc3ccccc3o2)c1	9%
C/C(=N/Nc1ccc([N+](=O)[O-])cc1)c1ccc2c(c1)C1C=CCC1C(c1cccc([N+](=O)[O-])c1)N2 (stereo not given)	33%
COc1cc(/C=N/N2CCN(Cc3cccc4ccccc34)CC2)cc(Br)c1O	15%
O=C(c1ccccc1Br)N1N=C(c2ccccc2)CC1(O)C(F)(F)F (stereo not given)	8%
Cc1cc(S(=O)(=O)c2ccc(Cl)cc2)c(C)c(S(=O)(=O)N2CCOCC2)c1	14%
O=C(c1ccco1)N1CCN(Cc2ccc(Br)cc2)CC1	17%
COc1ccc2nc(Nc3nc(O)c(C)c(=O)[nH]3)nc(C)c2c1	8%
Cn1c(=O)c([N+](=O)[O-])c(N2CCN(C(c3ccccc3)c3ccccc3)CC2)c2ccccc21	16%
CC1CCCN(C(=O)Cc2ccc(Cl)cc2)C1 (stereo not given)	13%
CN1CCN(c2cc(N3CCN(C)CC3)c([N+](=O)[O-])cc2C2Nc3ccc4ccccc4c3C3=C2C(=O)CC(C)(C)C3)CC1 (stereo not given)	12%
COc1ccc(Cl)cc1N=Cc1ccc(OC2CSC2)cc1	9%
O=C(c1cccs1)N1CCN(Cc2ccccc2)CC1	0%
Cc1cc(Br)cc(C)c1NC(=O)COc1c(C)cc(Cl)cc1Cl	11%
Nn1cnc2c(c1=O)C1(CCCC1)Cc1ccccc1-2	9%
C=C(C)CN1CCN(c2c(CC)c(C)c(C#N)c3nc4ccccc4n23)CC1	6%
COc1ccccc1Nc1ncc([N+](=O)[O-])cc1[N+](=O)[O-]	17%
CCCCc1ccc(/C(C)=N/Nc2cc(C)nc(-c3ccccc3)n2)cc1	19%
CCOc1cccc(NC(=O)/C(C#N)=C\c2cc(C)n(-c3ccccc3C)c2C)c1	13%
O=C1CSC(=S)N1/N=C/c1ccc(OCCOc2ccc(Br)cc2)cc1	0%
O=C1N=C(N2CCCCCC2)S/C1=C\c1cccc(O)c1	7%
O=C(N/N=C/c1ccc(Br)cc1)C(O)(c1ccccc1)c1ccccc1	5%
O=C1NC(=S)NC(=O)C1=Cc1ccc(-c2ccc(Cl)cc2[N+](=O)[O-])o1	42%
O=c1c2cc3c(nc2[nH]c(=S)n1Cc1ccccc1)CCCC3	3%
C=CCn1c(NC(=O)c2ccco2)c(C(=O)OCC)sc1=S	2%
Cc1ccc(Nc2c([N+](=O)[O-])c(=O)n(C)c3ccccc23)cc1C	18%

Taken from above:
CCCCc1ccc(/C(C)=N/Nc2cc(C)nc(-c3ccccc3)n2)cc1 in RNase H inhibition: 19%
O=C1CSC(=S)N1/N=C/c1ccc(OCCOc2ccc(Br)cc2)cc1 in RNase H inhibition: 0%
Nn1cnc2c(c1=O)C1(CCCC1)Cc1ccccc1-2 in RNase H inhibition: 9%

Next compounds
SMILES	RNase H inhibition
CCCCCOC(=O)CN1C(=O)/C(=C/c2cccc(Br)c2)SC1=S	12%
Cc1occc1C(=O)Nc1ccc2c(c1)OCO2	28%
CCOC(=O)COc1c(Cl)cc(C=O)cc1Br	0%
COc1cc(/C=C2\C(=O)N(c3ccc(C(=O)O)cc3)N=C2C)ccc1O	26%
O=C(c1ccccc1)N1CCN(Cc2c[nH]c3ccccc23)CC1	10%
CCOc1cc(/C=N/n2cnnc2)cc(Cl)c1OCCOc1cc(C)ccc1C(C)C	10%
C=CCc1ccc(OCCOCCOc2cccc3ccccc23)c(OC)c1	13%
COc1ccc(OC)c(C2NC(=O)NC3=Nc4ccccc4NC(c4ccccc4)=C32)c1 (stereo not given)	0%
Cc1ccc(CSCCNC(=O)CSCc2ccc(Cl)cc2)cc1	1%
CC1CCCN(CN2C(=O)C(=O)c3cc(Br)ccc32)C1 (stereo not given)	17%
Cc1ccc2nc(SCC(=O)Nc3ccccc3Br)[nH]c2c1	24%
O=S(=O)(Nc1ccc(I)cc1)c1ccc(F)cc1	1%
Fc1cccc(Cl)c1Cc1noc(-c2ccc(Br)cc2)n1	2%
CCOC(=O)c1c(NC(=O)c2ccc(Cl)cc2)sc2c1CC(C)(C)OC2	1%
CC1(C)CC(=O)c2c(CC3CC(=O)NC(=O)C3)noc2C1	5%
CC(NC(=O)CSc1nc2ccc(N)cc2s1)c1ccccc1 (stereo not given)	2%
CCOc1ccc(C(=O)NCc2cccnc2)cc1Br	0%
COc1ccc(Cl)cc1N(CC(=O)NC1CC1)S(=O)(=O)c1ccc(C)cc1	11%
CCOc1cc(C2C(C(=O)OC3CCCC3)=C(C)NC3=C2C(=O)CCC3)ccc1OC(C)=O (stereo not given)	11%
N/C(=N\N=C\c1cccc(O)c1)c1nonc1N	0%
CC(C)(C)c1ccc(OCC(=O)N2CCC(C(N)=O)CC2)cc1	11%
O=C(Nc1cc([N+](=O)[O-])ccc1O)c1cccc2ccccc12	9%
O=C(Nc1ccccc1)/C(=C\c1ccccc1)NC(=O)c1cccc(Br)c1	9%
CC(=O)/C(C=Nc1cc(C(F)(F)F)ccc1Cl)=C(\C)O	0%
O=C(COc1ccccc1)NNc1c2ccccc2nc2ccccc12	35%
Cc1ccccc1OCCc1c(C)n[nH]c1C	27%
CCN(C(=O)c1ccc(OC)c([N+](=O)[O-])c1)c1ccccc1C	0%
O=C(Nc1ccc(S(=O)(=O)Nc2ncccn2)cc1)c1ccc([N+](=O)[O-])cc1	0%
COc1ccc(CN2C(=O)NC(=O)/C(=C\c3ccc(C(C)C)cc3)C2=O)cc1	3%
NS(=O)(=O)c1ccc2c(c1)Cc1cc(S(N)(=O)=O)ccc1-2	1%
COc1ccc(OC)c(CN2CCN(c3ccccn3)CC2)c1	6%
COC(=O)C1=C(C)NC(=O)CC1c1cccc([N+](=O)[O-])c1 (stereo not given)	5%
Cc1ccc(C(=O)/C=C2\C(=O)Nc3ccccc32)cc1	28%
COc1ccc2nc(/N=C(/N)NC(=O)Cc3ccc(Cl)cc3)nc(C)c2c1	0%
Cc1c(N=Cc2ccc([N+](=O)[O-])s2)cccc1[N+](=O)[O-]	15%
O=C(CSc1ccc(Cl)cc1Cl)Nc1ccc(Br)cc1	11%

Compound activity as filed in PubChem.
